MPTP block: permeability transition pore inhibition. isolated mouse mitochondria, Ca2+ swelling absorbance, 30 min. inhibition, % at 10 µM. hit rate 1.4% among 360,000. AID 602449;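 active = inhibition of 50% or more, scaled per plate between neutral and stimulator controls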;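 also: 0% = DMSO wells given calcium and 100% = 1 mM EGTA wells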
hIAP act: increases human intestinal alkaline phosphatase activity. purified human IAP, CDP-Star luminescence, 30 min; active compounds read high; 1 = vehicle-only enzyme, 0 = enzyme-free background. activation factor at 10 µM. hit rate 0.16% among 330,000. AID 2524;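 active = activation factor of the enzyme at least 2-fold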; also: the source names both 10 and 20 µM as test concentration; values of inactives mirror those of a sister screen read the other way
Target sequence (P09923 whole entry, looked up): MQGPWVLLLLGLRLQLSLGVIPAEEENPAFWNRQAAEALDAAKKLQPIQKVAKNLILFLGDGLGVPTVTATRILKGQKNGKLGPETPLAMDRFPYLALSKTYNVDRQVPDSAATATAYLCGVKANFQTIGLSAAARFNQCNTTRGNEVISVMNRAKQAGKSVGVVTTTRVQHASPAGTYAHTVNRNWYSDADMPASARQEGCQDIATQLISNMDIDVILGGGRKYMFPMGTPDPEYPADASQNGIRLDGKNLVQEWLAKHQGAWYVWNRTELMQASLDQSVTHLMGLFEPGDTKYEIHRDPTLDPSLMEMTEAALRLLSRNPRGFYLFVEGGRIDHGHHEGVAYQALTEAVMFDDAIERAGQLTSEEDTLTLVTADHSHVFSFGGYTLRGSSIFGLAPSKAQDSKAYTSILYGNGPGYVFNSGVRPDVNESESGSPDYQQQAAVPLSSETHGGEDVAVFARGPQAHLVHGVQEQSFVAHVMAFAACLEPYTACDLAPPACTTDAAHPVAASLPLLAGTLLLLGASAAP
mIAP activ: increases mouse intestinal alkaline phosphatase activity | AID 2805 | activation factor at 10 µM | hit rate 0.24% among 330,000 | muIAP, CDP-Star luminescence, 30 min; active compounds read high; 1 = vehicle-only enzyme signal, 0 = enzyme-free wells;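 active = activation factor of at least 2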; also: the source names both 10 and 20 µM as test concentration; values of inactives mirror those of a sister screen read the other way
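Assay system: mouse IAP enzyme; Reagent: CDP-Star chemiluminescent phosphatase substrate; Compound: DMSO-dissolved test compounds; Incubation: 30 min, room temperature; Technique: luminescence from enzymatic CDP-Star hydrolysis; Controls: DMSO-only wells and no-enzyme negative control.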
GRIN3A LBD mod: NR3A (human) ligand-binding domain modulation. NR3A LBD differential scanning fluorimetry, Tm shift; 0% = protein alone, 100% = glycine-bound protein. Tm shift relative to glycine control, % at 25 µM. hit rate 2.5% among 340,000;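 active = melting temperature shift of at least 10% of the positive control shift, at one fixed dose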
A3G deaminase: blocks human APOBEC3G single-stranded DNA deamination | recombinant A3G, ssDNA deamination FAM/TAMRA fluorescence | Q9HC16 | hit rate 0.28% among 330,000 | inhibition, % at 20 µM;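 active = inhibition of at least 40% at 20 µM, with no more than 30% in the related APOBEC3A deaminase screen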;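 also: plate controls were DMSO wells with A3G for no effect and wells lacking A3G enzyme for full effect; some compounds called inactive have numbers as strong as hits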
Target sequence (Q9HC16 whole entry, looked up): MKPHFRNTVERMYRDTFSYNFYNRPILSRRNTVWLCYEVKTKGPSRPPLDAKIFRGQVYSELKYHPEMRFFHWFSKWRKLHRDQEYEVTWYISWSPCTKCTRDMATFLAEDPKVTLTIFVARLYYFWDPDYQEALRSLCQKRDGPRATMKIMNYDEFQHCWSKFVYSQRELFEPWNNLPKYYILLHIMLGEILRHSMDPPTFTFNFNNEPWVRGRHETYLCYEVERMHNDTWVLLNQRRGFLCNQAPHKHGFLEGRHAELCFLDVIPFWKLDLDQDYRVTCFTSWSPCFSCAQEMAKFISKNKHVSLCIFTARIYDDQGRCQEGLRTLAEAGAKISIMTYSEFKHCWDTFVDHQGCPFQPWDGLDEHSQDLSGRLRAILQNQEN
hIAP block: human IAP inhibition; P09923; purified IAP, CDP-Star luminescence, 30 min; inhibition, % at 10 µM; hit rate 0.12% among 330,000;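 active = inhibition reaching a set limit with compound at 10 µM in the primary screen, cut at about 35% in these data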;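 also: plate controls were DMSO wells with enzyme for no effect and no-enzyme buffer wells for full effect; values of inactives mirror those of a sister screen read the other way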
A3A deaminase: human APOBEC3A DNA deaminase inhibition. inhibition, % at 20 µM. AID 493011. hit rate 0.41% among 330,000. recombinant A3A, FAM/TAMRA ssDNA deamination fluorescence. P31941;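 active = at least 40% inhibition at 20 µM here, with at most 30% in a related deaminase screen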;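 also: plate controls were A3A with DMSO for no effect and wells lacking A3A enzyme for full effect; some results filed as inactive read as strong as hits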
Target sequence (P31941 whole entry, looked up): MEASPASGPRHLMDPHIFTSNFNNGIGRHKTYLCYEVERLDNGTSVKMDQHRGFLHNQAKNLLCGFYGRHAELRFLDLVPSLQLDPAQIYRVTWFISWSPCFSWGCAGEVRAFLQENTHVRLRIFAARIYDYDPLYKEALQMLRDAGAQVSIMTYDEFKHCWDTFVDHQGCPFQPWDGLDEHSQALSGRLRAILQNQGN
mIAP block: blocks mouse intestinal alkaline phosphatase. hit rate 0.2% among 330,000. inhibition, % at 10 µM. AID 2806. purified mouse IAP, CDP-Star luminescence, 30 min;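 active = inhibition of at least 40% at 10 µM in the primary screen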;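 also: plate controls were DMSO with enzyme for no effect and no enzyme wells for full effect; values of inactives mirror those of a sister screen read the other way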
MIN6 prolif: inducers of beta-cell replication in MIN6 cells | MIN6 cells proliferation, ATPlite luminescence, 48 h; cells starved in 0.2% serum; 100% = growth in 10% serum | proliferation, % at 10 µM | hit rate 0.29% among 330,000 | AID 2380;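 active = compounds whose signal lies at least 3.5 SD above the mean of all wells on their plate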;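 also: 0% = DMSO-treated cells in low-serum medium and 100% = 10% serum control; some compounds called inactive have numbers as strong as hits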
The depositor's hits bear a star.

Structure	mIAP activ	hIAP block	MPTP block	mIAP block	A3A deaminase	MIN6 prolif	hIAP act	GRIN3A LBD mod	A3G deaminase
Cc1ccc(S(=O)(=O)N2CC(C)N(C(=O)N3CCOCC3)C2)cc1 (stereo unspecified)	1.1	-7	0.1	-11	0	-2	1.1	0	-4
Cc1cccc(OCCCC(=O)NNC(=O)c2ccncc2)c1	0.94	-2	0.1	6	-2	-2	1	1	-8
Cc1cccc(NC(=O)CSCC(=O)Nc2cc(S(=O)(=O)N3CCOCC3)ccc2OC(C)C)c1	1.1	-2	1.6	-13	-1	4	1	1	-10
CCCn1c(C2CCCN2c2nc(-c3cccc(Br)c3)cs2)nc2cc(Cl)c(Cl)cc21 (stereo unspecified)	0.91	-9	1.8	9	-5	-8	1.1	-3	-7
CN1CCN(c2ccc(Cl)cc2NC(=O)C2COc3ccccc3O2)CC1 (stereo unspecified)	0.91	-16	2.2	9	4	-6	1.2	0	-2
Cc1ccc(-c2nnn(CC(=O)N(c3cccc(F)c3)C(C(=O)NC(C)(C)C)c3ccco3)n2)o1 (stereo unspecified)	0.96	-10	1.7	4	-2	-1	1.1	-1	-3
C=CCNS(=O)(=O)CC12CCC(CC1=O)C2(C)C (stereo unspecified)	1	-7	7.4	-2	3	0	1.1	0	-1
Cc1ccc(-c2nc(NC(=O)c3ccc(S(=O)(=O)N(CCC#N)CCC#N)cc3)sc2-c2ccccc2)cc1	1	0	1.4	0	-2	0	1	10*	-1
CC1CCC(=C(C#N)C(=O)Nc2cccc(Cl)c2)CC1 (stereo unspecified)	1	11	86*	-1	-1	-4	0.89	-4	-3
COc1nccnc1NS(=O)(=O)c1ccc(NC(=S)NC(=O)c2ccc(F)cc2)cc1	1	19	0.6	0	-2	0	0.81	-8	0
CCOC(=O)Cn1cnc2c(cnn2-c2ccc(OC)cc2)c1=O	1.1	-19	0.0	-8	-2	-1	1.2	-1	-5
O=C(Nc1c[nH]c(=O)[nH]c1=O)c1ccccc1Br	1	-1	0.5	-4	-4	0	1	4	-5
CNC1=CC(=O)CC(c2ccccc2)C1 (stereo unspecified)	1.2	8	-1.1	-19	-2	-2	0.92	2	-8
Nn1c(SCC(=O)Nc2ccc3c(c2)OCO3)nncc1=O	0.91	-42	0.3	9	3	-1	1.4	0	-6
CCN1CCN(C(=O)CN(c2ccc(F)c(Cl)c2)S(C)(=O)=O)CC1	0.98	-11	-0.3	2	5	1	1.1	2	-1

Remaining list, next part.
Structure	mIAP activ	hIAP block	MPTP block	mIAP block	A3A deaminase	MIN6 prolif	hIAP act	GRIN3A LBD mod	A3G deaminase
CCCCn1c(N)c(N(CC(C)C)C(=O)COC(=O)Cc2cccc(OC)c2)c(=O)[nH]c1=O	1	-5	0.8	-1	-3	0	1.1	0	-5
COc1cccc(OC)c1NC(=O)C1CCCN1C(=O)NCc1ccccc1 (stereo unspecified)	1	4	-0.4	-1	0	-2	0.96	0	0
CC(C)(C)C(=O)Nc1ccnn1C1CCN(C(=O)c2cccc(Cl)c2)CC1	0.94	-3	-1.1	6	-7	-5	1	-1	-5
Cc1ccc(S(=O)(=O)N2CCOCC2)cc1NC(=O)CSc1ccc(Cl)cc1	1.1	-12	0.7	-15	-2	-3	1.1	2	-8
O=C(/C=C/c1ccc(F)cc1)N1CCCc2ccccc21	0.89	9	0.1	11	5	0	0.91	-2	-3
CC(=O)Nc1ccc2nc(NC(=O)c3ccc([N+](=O)[O-])o3)sc2c1	0.9	4	3.3	10	-3	-3	0.96	2	-3
O=C(C[C@H]1C(=O)N(c2ccc(F)c(F)c2)C[C@@H]1Cc1ccccc1)Nc1ccccc1	1.3	-14	0.9	-26	-2	-2	1.1	-6	-12
COc1ccccc1N1CCN(S(=O)(=O)CCNC(=O)c2cc(OC)c(OC)c(OC)c2)CC1	1	13	0.4	0	-5	-1	0.87	-1	5
CC(=O)Nc1ccc(S(=O)(=O)N(CCCN2CCOCC2)Cc2cccs2)cc1	0.95	-7	-1.7	5	3	-1	1.1	1	-8
O=C(C1CCCN1S(=O)(=O)c1ccc(Cl)c(Cl)c1)N1CCOCC1 (stereo unspecified)	1	-12	0.3	-3	3	0	1.1	10*	-2
Cc1ccc(NC(=S)N2CCC(NC(=O)C3CCCCC3)CC2)cc1C	1.1	-13	1.5	-11	1	0	1.1	-7	-2
CN(Cc1nc(-c2ccc(Cl)cc2)no1)C(=O)c1ccco1	0.94	7	0.2	6	-2	0	0.93	0	-7
NS(=O)(=O)c1ccc(NC(=O)COC(=O)CSc2n[nH]c(-c3ccccc3)n2)cc1	1	17	0.6	-2	-4	0	0.83	-4	-11
O=C(Nc1nccs1)c1cc(Cl)ccc1[N+](=O)[O-]	1.1	-9	-0.3	-11	-5	0	1.1	-4	-8
COCCn1c(SCc2ccc(C(=O)OC)o2)nnc1-c1c[nH]c2ccccc12	1.1	0	-3.7	-7	-2	2	1	-2	-3

Other compounds:
Structure	mIAP activ	hIAP block	MPTP block	mIAP block	A3A deaminase	MIN6 prolif	hIAP act	GRIN3A LBD mod	A3G deaminase
Cc1ccc(/C=N/NC(=O)NN(C)c2ncc(C(F)(F)F)cc2Cl)cc1	0.93	3	-0.9	7	3	-2	0.97	0	3
O=C1c2oc3ccc(Cl)cc3c(=O)c2C(c2cccc(Br)c2)N1CCO (stereo unspecified)	1.1	-13	-1.5	-10	-6	-2	1.1	0	3
CCC(C)Sc1nc2c(c(=O)[nH]c(=O)n2C)n1CC(O)COc1ccccc1C (stereo unspecified)	0.97	-5	2.4	3	-4	5	1	1	-4
CCOC(=O)C1=C(C)N(C)C(=S)N(C)C1c1ccc(OC)cc1 (stereo unspecified)	1.1	8	1.5	-10	-7	-2	0.92	0	-3
Cc1cc(C)nc(N2CCN(c3ccc(F)cc3)CC2)n1	1	-26	-0.3	-4	-5	0	1.3	2	-3
O=C(NNC(=O)C1CCC1)c1ccc(Cl)cc1	0.93	-3	0.7	7	-2	-1	1	1	-8
COc1ccccc1CNC(=O)CC1Sc2ccccc2NC1=O (stereo unspecified)	1.1	-4	-2.0	-8	1	0	1	-3	-12
CCN(CC)C(=S)SSC(=S)N(CC)CC	1	-5	-3.1	-4	-1	-8	1.1	2	7
O=C(O)c1cc(-c2ccc3c(c2)OCCO3)n[nH]1	0.96	22	-1.0	4	2	-2	0.79	-1	-3
CC1(C)NC(=O)N(CC(O)CN2C(=O)NC(C)(C)C2=O)C1=O	1	-2	-2.7	-2	-2	4	1	5	-5
Cc1ccc(S(=O)(=O)CC(=O)NCc2ccc(Cl)cc2)cc1	1	2	-1.1	-4	-5	5	0.98	0	-8
Cc1ccc(-c2nnc(NC3CCCC3)s2)cc1	1	-12	0.2	0	3	-4	1.1	-2	-6
O=[N+]([O-])c1cc(C(F)(F)F)ccc1NCCOc1ccccc1	0.95	-9	3.8	5	0	0	1.1	-8	6
COc1ccc(Cc2nc3ccc(C(=O)N4CCN(C)C(C)C4)cc3o2)cc1OC (stereo unspecified)	0.98	-18	12	2	-2	-1	1.2	0	-8
CCC(C)(C)n1nnnc1C(c1cc2ccc(OC)cc2[nH]c1=O)N1CCCCC1 (stereo unspecified)	1	-4	0.4	0	0	-3	1	-1	-4

Additional structures follow:
Structure	mIAP activ	hIAP block	MPTP block	mIAP block	A3A deaminase	MIN6 prolif	hIAP act	GRIN3A LBD mod	A3G deaminase
Cc1cc(C)n2nc3nc(N4CCCCC4)nc(-c4ccco4)c3c2n1	0.96	21	2.7	4	40	-1	0.79	-2	31
CC(=O)n1c2ccccc2c2nc3ccccc3nc21	1	6	-0.4	-2	-7	-2	0.94	0	6
CN(C)c1ccc(-c2ccc3c(=O)c4ccccc4n(C)c3c2)cn1	1	16	-1.5	-3	-4	-4	0.84	-8	-10
COc1cc(OC)cc(C(=O)N[C@H](C(=O)OCC(=O)Nc2cccc(F)c2)C(C)C)c1	1.1	8	-0.2	-11	-6	2	0.92	-2	-10
Cc1ccc(C)c(S(=O)(=O)N2CCN(C(=O)c3ccc(N4CCCC4)c([N+](=O)[O-])c3)CC2)c1	0.93	8	-1.2	7	0	-2	0.92	-2	-3
COc1ccc(/C=C(\NC(=O)c2ccc(C)cc2)C(=O)N2CCCCC2)cc1	0.97	13	0.6	2	-6	-2	0.87	3	-13
CN(CC(O)Cn1c2ccccc2c2ccccc21)S(C)(=O)=O (stereo unspecified)	1.2	0	-1.7	-16	-4	-1	1	-1	-10
Cc1occc1-c1nnc(SCC(=O)Nc2ccccc2-c2ccccc2)n1C	0.92	-3	-1.5	8	2	-2	1	1	2
Cc1ccc(NC(=O)CCN2C(=O)C3C4CCC(C4)C3C2=O)cc1[N+](=O)[O-] (stereo unspecified)	1.1	4	-0.3	-11	-5	-2	0.96	1	-9
COc1ccc2[nH]c3c(c2c1)CCN1C(=O)N([C@@H](C)C(=O)NCc2ccc(F)cc2)C(=O)[C@]31C	1.2	0	1.3	-24	-3	-5	1	1	-8
CC(Oc1ccc(Cl)cc1Cl)C(=O)NNC(=O)[C@@H]1CCCC[C@@H]1C(=O)O (stereo partly specified)	0.95	-35	-1.8	5	-2	5	1.3	2	-5
OC1(c2ccccc2)CCN(Cc2ccccc2)C2CCCCC21 (stereo unspecified)	1	5	2.6	-1	4	-4	0.95	0	-6
Cc1nc(NC(=O)CSc2nnc(C3CC3)n2C)sc1C	0.95	-15	0.7	5	-4	1	1.1	1	-6
COc1ccc(-n2c(=O)c3c(C)c(C)sc3n(Cc3ccc(F)cc3)c2=O)c(OC)c1	0.91	-11	4.4	9	5	-3	1.1	-3	1
COC(=O)CON1C(=O)c2ccccc2C1=O	0.99	-16	2.5	1	2	-2	1.2	0	1

Part of the list above in order of molecular weight, highest first.
Structure	mIAP activ	hIAP block	MPTP block	mIAP block	A3A deaminase	MIN6 prolif	hIAP act	GRIN3A LBD mod	A3G deaminase
CC(=O)Nc1ccc(S(=O)(=O)N(CCCN2CCOCC2)Cc2cccs2)cc1	0.95	-7	-1.7	5	3	-1	1.1	1	-8
C=CCNS(=O)(=O)CC12CCC(CC1=O)C2(C)C (stereo unspecified)	1	-7	7.4	-2	3	0	1.1	0	-1
Cc1ccc(-c2nnc(NC3CCCC3)s2)cc1	1	-12	0.2	0	3	-4	1.1	-2	-6

(further entries)
Structure	mIAP activ	hIAP block	MPTP block	mIAP block	A3A deaminase	MIN6 prolif	hIAP act	GRIN3A LBD mod	A3G deaminase
Cn1nnnc1SCC(=O)Nc1nc2c(F)c(F)c(F)cc2s1	1	-10	0.9	0	-2	-2	1.1	-1	-4
CN1C(=O)CSC1=Nc1ccc(F)cc1	1.1	0	-0.6	-8	-4	0	1	-7	7
O=C(Nc1ncc2c(n1)-c1ccccc1OC2)c1cccc([N+](=O)[O-])c1	0.97	-20	-0.7	3	1	2	1.2	1	1
O=S(=O)(c1ccc(Br)s1)n1cccn1	0.99	-6	0.2	1	0	0	1.1	-1	-1
Cc1c(C(=O)Nc2ccccc2)csc1-c1ccccc1	1.1	2	2.5	-8	-3	-5	0.98	-403	-8
CC(C)(C)OC(=O)N1CCC(NC(=O)c2nc[nH]c2C(=O)N2CCN(C(=O)OC(C)(C)C)CC2)CC1	1	-26	-0.7	-2	-3	0	1.3	-1	-12
CCN(CC)C(=O)c1ccc2nc3ccccc3nc2c1	0.95	2	-0.2	5	-1	5	0.98	-2	-4
Cc1ccc(-c2nn[nH]n2)cc1	1	9	-0.2	0	2	2	0.91	0	2
CCOc1ccc(NC(=O)CCc2c(C)nn(-c3ccc(N4CCCCC4)nn3)c2C)cc1	0.97	-14	-0.5	3	2	-3	1.1	14*	6

Screening data: PubChem, Sanford-Burnham Center for Chemical Genomics
